Screening data (PubChem)
Vif imaging: HIV Vif inhibition. HEK293T cells, Vif self-association by quenched fluorescence, imaging, 24 h. hit rate 0.35% among 340,000. AID 602346. inhibition, % at 7.49 µM; in the data active means inhibition above about 50%, passing the limit was not always enough; further: some results filed as inactive read as strong as hits
SRC1 inh: inhibits human SRC1 coactivator; Q15788; HEK293 GAL4-SRC1 luciferase reporter, luminescence; inhibition, % at 3.6 µM; hit rate 0.12% among 360,000; AID 588354;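 active means inhibition above the campaign mean plus 3 SD, with each screening campaign given its own cutoff, cut at about 60% in these data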;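 further: 0% = DMSO treated cells and 100% = gossypol at 36 µM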
NCOA2 inhibitor: human SRC2 (NCOA2) inhibition | Q15596 | HEK293 GAL4-SRC2 luciferase reporter, luminescence | inhibition, % at 9 µM | hit rate 0.17% among 370,000 | AID 651957;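 active means inhibition above the mean inhibition of all tested compounds plus 3 SD, set per campaign, cut at about 52% in these data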;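 further: 0% = DMSO treated cells and 100% = cells given Gossypol at 36 µM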
LRH-1 inv ag: inverse agonists of human LRH-1 (NR5A2); O00482; HEK293T StAR-luciferase reporter, LRH-1 transfected, 24 h; inhibition, % at 3.6 µM; hit rate 0.13% among 360,000;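 active means inhibition above the mean inhibition of all tested compounds plus 3 SD, cut at about 73% in these data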;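 further: 0% = DMSO wells and 100% = reporter-only cells lacking LRH-1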
NOD2 RIPK2 PPI: NOD2-RIPK2 protein interaction inhibition; hit rate 0.38% among 360,000; inhibition, % at 4.98 µM; AID 624267; CHO BLA complementation NOD2-RIPK2, CCF4 ratio; in the data active means inhibition above about 21%;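 further: 0% = vehicle only and 100% = reference blocker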
TLR9-MyD88 block: inhibitors of human TLR9-MyD88 binding; Q9NR96+Q99836; hit rate 0.21% among 340,000; inhibition, % at 4.98 µM; AID 504734; CHO BLA complementation TLR9-MyD88, CCF4 FRET ratio;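 active means inhibition above the mean over all tested compounds plus 3 SD, cut at about 21% in these data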;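 further: 0% = DMSO only wells and 100% = clavulanate BLA inhibitor control wells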
EBV LMP1 NFkB: inhibitors of Epstein-Barr LMP1-induced NF-kappaB reporter. LMP1-induced NF-kappaB luciferase reporter cells, luminescence. inhibition, % at 12.5 µM. hit rate 0.69% among 350,000. AID 504558; in the data active means inhibition above about 41%;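 further: 0% = neutral control wells and 100% = reference inhibitor control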
NCOA3 inh: human NCOA3 inhibition. hit rate 0.17% among 360,000. inhibition, % at 3.6 µM. AID 588352. HEK293 GAL4-SRC3 luciferase reporter, luminescence. Q9Y6Q9;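 active means inhibition above a per-campaign cutoff, the mean of all compounds plus 3 SD, cut at about 60% in these data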;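 further: 0% = DMSO-treated cells and 100% = gossypol-treated cells at 36 µM; higher means less SRC3-driven luciferase light from the GAL4 reporter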
Target sequence (Q9Y6Q9 whole entry, looked up, the tested form may be a part): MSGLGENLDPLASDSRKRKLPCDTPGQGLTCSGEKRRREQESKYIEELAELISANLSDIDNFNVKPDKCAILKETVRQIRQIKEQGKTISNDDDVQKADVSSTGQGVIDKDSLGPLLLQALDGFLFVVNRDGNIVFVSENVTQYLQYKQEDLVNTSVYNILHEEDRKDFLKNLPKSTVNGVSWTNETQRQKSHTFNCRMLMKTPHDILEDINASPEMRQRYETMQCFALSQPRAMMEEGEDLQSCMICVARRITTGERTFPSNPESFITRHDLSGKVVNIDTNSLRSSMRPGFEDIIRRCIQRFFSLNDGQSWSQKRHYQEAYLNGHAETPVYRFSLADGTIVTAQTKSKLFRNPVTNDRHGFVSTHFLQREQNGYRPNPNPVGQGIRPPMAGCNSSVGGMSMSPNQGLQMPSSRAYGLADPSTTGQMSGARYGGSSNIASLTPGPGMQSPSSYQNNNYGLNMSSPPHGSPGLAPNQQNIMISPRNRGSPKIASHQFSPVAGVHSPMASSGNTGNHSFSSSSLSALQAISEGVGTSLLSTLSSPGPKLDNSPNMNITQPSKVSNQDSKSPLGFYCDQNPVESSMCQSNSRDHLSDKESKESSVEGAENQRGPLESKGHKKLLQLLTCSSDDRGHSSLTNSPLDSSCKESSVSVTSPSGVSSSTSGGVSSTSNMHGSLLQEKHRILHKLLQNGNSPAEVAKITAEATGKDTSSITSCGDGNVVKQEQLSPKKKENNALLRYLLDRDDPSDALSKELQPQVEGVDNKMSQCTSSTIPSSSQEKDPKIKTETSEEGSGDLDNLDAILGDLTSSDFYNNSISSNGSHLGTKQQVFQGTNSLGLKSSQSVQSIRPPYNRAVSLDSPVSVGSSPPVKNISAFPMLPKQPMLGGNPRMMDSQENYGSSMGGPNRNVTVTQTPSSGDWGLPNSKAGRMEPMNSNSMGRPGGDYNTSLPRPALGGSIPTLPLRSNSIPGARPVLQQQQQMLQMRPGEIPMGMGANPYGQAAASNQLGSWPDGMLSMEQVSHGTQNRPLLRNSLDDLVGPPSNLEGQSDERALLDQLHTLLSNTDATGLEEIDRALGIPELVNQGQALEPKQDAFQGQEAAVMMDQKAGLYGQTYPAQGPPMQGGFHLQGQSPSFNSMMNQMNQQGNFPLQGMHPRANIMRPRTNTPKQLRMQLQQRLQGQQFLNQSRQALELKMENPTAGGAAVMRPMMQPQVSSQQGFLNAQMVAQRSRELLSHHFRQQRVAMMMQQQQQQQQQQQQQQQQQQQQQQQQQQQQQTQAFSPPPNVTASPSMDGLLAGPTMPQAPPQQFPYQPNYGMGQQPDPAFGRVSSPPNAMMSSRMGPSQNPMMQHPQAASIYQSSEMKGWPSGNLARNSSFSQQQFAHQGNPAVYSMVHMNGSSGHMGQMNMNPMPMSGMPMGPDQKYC
NR2F2 inh: blocks human COUP-TFII nuclear receptor. P24468. HEK293T NGFI-A luciferase reporter, luminescence. inhibition, % at 8.6 µM. hit rate 0.7% among 370,000. AID 686940;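 active means inhibition above a per-plate cutoff, mean inhibition of test wells between control levels plus 3 SD, cut at about 38% in these data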;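 further: cells cotransfected with COUP-TFII expression vector driving the NGFI-A reporter; 0% = median of COUP-TF2 test wells and 100% = reporter-only cells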
TROY signal inh: blocks TROY-dependent signaling in reporter cells; hit rate 0.98% among 360,000; AID 1347056; Q293 LMP1-TROYcd NF-kB luciferase reporter, 4 h; inhibition, % at 10 µM;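 active means compounds whose plate-normalised and pattern-corrected inhibition of the luciferase reporter signal at the single screening dose is 50% or more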
C8 TRAIL sens: caspase-8 TRAIL sensitization; NB7+C8 cells + TRAIL, ATPlite viability luminescence; inhibition (viability loss, TRAIL sensitization), % at 10 µM; hit rate 1% among 360,000;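 active means compounds causing at least 50% loss of cell viability in the single-dose screen, relative to plate controls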
An asterisk follows results filed as active; / = no result given. The list is partial; rates above refer to the full screens.

SMILES	Vif imaging	SRC1 inh	NCOA2 inhibitor	LRH-1 inv ag	NOD2 RIPK2 PPI	TLR9-MyD88 block	EBV LMP1 NFkB	NCOA3 inh	NR2F2 inh	TROY signal inh	C8 TRAIL sens
COc1cc(CN2C(=O)C(C)ON=C2c2cccs2)cc(OC)c1 (centres undefined)	-1	-11	-4	4	-2	/	/	8	-11	-20	-7
Cc1ccccc1C(=O)NCC(=O)NNC(=O)CCN1CCN(c2ccccc2)CC1	0	1	11	11	-5	-3	-4	6	21	26	5
COc1ccc(OC)c(NC(=O)CN(c2ccc(C)cc2)S(=O)(=O)c2c(C)n[nH]c2C)c1	-5	18	-11	1	-1	5	0	5	-13	-9	7
CCOC(=O)c1cc(S(=O)(=O)NC2CCC(C)CC2)cn1C (centres undefined)	-7	-5	9	7	-4	2	5	-12	3	4	2
CCC(C)(C)NC(=O)C(c1ccco1)N(C(=O)CNC(=O)c1cccs1)c1cccnc1 (centres undefined)	-3	-6	-14	20	5	8	-5	-11	7	-1	5
CSC1=NSC2=NC(=O)/C(=C/c3coc4ccccc4c3=O)C(=N)N12	-16	-4	-11	-10	-2	-10	-8	-4	-18	-32	-14
Cc1noc(C)c1COC(=O)c1cnc(Cl)c(Cl)c1	12	-18	-21	-13	-9	-2	-27	-4	-19	1	4
CC(C)c1nc2n[nH]c(N)c2c2c1CCCC2	/	13	10	10	-17	-9	14	22	15	15	-8
Cc1ccc(O)c(NC(=O)CSc2n[nH]c(-c3ccccc3)n2)c1	-15	-13	0	-11	4	-11	-22	-26	10	12	-10
Cc1nn(CC(=O)NNC(=S)NCC2CCCO2)c(C)c1Br (centres undefined)	11	-13	6	-15	-11	0	6	14	15	-34	-29
COc1ccccc1N1CCN(C(=O)CSc2nnc(NC(=O)C(C)C)s2)CC1	8	1	3	25	6	5	3	11	7	-10	4
Cc1ccccc1NC(=O)Nc1ccccc1Br	-8	-3	-6	-11	4	-3	2	-1	-2	-11	5
O=C(CCCCC(=O)NCCc1ccccc1)NCCc1ccccc1	6	-6	-10	6	-6	-4	6	-19	4	21	-3
CC(C)OCCCNC(=O)NC12CC3CC(CC(C3)C1)C2	14	-4	-20	-13	-4	-12	-11	-8	-7	-24	2
CC(=O)NC(Cc1cccc(F)c1)C(=O)NC1CCN(c2nnnn2-c2ccccc2)CC1 (centres undefined)	10	-1	-11	-15	-5	7	0	-4	0	-15	-9
Cc1ccc(S(=O)(=O)N(CC(=O)NCC2CCCO2)Cc2cccc(C)c2)cc1 (centres undefined)	-8	-20	10	19	-4	1	-24	6	16	10	-28
N#Cc1ccsc1NC(=O)CN1CCN(S(=O)(=O)c2ccc3ccccc3c2)CC1	-3	-3	16	20	-1	9	1	27	10	2	11
Cc1cc(CNC(=O)COc2ccc(F)cc2Cl)cc(C)c1O	29	-5	6	12	5	2	2	4	7	-8	-2
COCCNC(=O)c1cc(-c2cccnc2)nc2ccc(Br)cc12	0	14	5	8	3	3	3	11	-7	-7	-8
COc1ccc(C2=CN(Cc3ccccc3)C(c3ccccc3)CC2=O)cc1 (centres undefined)	1	-12	-32	-31	8	-14	-2	-17	-46	-5	4
COC(=O)CNC(c1ccccc1)c1cc(Br)ccc1N (centres undefined)	-1	7	-40	1	-6	-9	-14	13	-3	-7	1
COC(=O)c1ccccc1N1CCS(=O)(=O)CC1	-2	8	9	6	0	11	1	27	-5	-6	-1
CCOc1nc(OCC)c2cnn(C)c2n1	2	18	9	8	0	-6	-2	-3	-12	14	26
N#CC1C(=O)NC(=O)CC12CCCCC2 (centres undefined)	46	9	14	-4	-2	3	4	-5	3	-21	1
Cn1cc(CN2CCCC(CO)(Cc3cccc(Cl)c3)C2)cn1 (centres undefined)	1	-9	-41	-14	-2	7	0	2	2	10	-3
Cc1cc(NC(=O)CSc2nc3ccsc3c(=O)n2CCCC(=O)NCCc2ccccc2)no1	-11	12	-25	-18	6	10	33	-1	14	4	-7
CSc1nsc(SCC(=O)NCc2ccccc2)n1	6	-11	-51	10	0	-9	-13	-20	-15	8	0
C=CCn1c(=N)n(CC(=O)c2cccc([N+](=O)[O-])c2)c2ccccc21	4	5	5	9	-10	-6	-10	-14	5	-14	-10
O=C(C1CCCO1)N1CCN(C(=O)C23CC4CC(CC(C4)C2)C3)CC1 (centres undefined)	13	7	15	-10	-6	2	-12	2	-8	-10	-9
COc1ccccc1NC(=O)CSc1ccc(-c2ccc(-n3cccn3)cc2)nn1	2	-4	-5	-31	-24	2	1	-23	-16	-42	48
Cc1c(SCCO)c(=O)[nH]c2cc3c(cc12)OCO3	/	6	-35	17	1	0	-5	9	9	-21	-3
CCOC(=O)Cc1ncccc1C(=O)Nc1ccc(OC(F)(F)F)cc1	-1	3	-10	20	-10	-5	0	6	0	-4	-3
COc1ccc2c(C(=O)CN3CC(C)OC(C)C3)c[nH]c2c1 (centres undefined)	10	-18	18	0	-8	2	4	9	-3	10	-8
CCSc1nc2sc3c(c2c(=O)n1-c1ccccc1)CCN(C)C3	1	0	-13	-14	-2	7	8	-2	6	15	-1
Cc1ccccc1NS(=O)(=O)c1nnc(NC(=O)C(C)C)s1	2	-4	14	-9	0	-10	14	3	-19	-2	-11
CC(C)CN(C(=O)CN1CCN(c2ccccc2O)CC1)c1c(N)n(CC(C)C)c(=O)[nH]c1=O	-4	6	-1	4	-11	4	5	6	4	8	-5
COCCN(C(=O)CSCC(=O)Nc1ccc(C)cc1)c1c(N)n(CC(C)C)c(=O)[nH]c1=O	-1	-5	-12	13	-5	-6	-1	6	-19	3	-1
COc1ccc2[nH]c(=O)c(CN(C(=O)c3ccccn3)c3ccccc3)cc2c1	2	-7	0	-7	1	2	-13	16	-12	-17	-17
CN(C)CCNc1oc(-c2ccccc2Cl)nc1S(=O)(=O)c1ccccc1	-6	-14	-16	-8	8	-5	2	-14	8	-16	10
CN(C)c1ccc(S(=O)(=O)NCC(=O)NCCOc2ccccc2F)cc1[N+](=O)[O-]	10	-6	-4	6	-6	-13	2	-3	12	38	2

Shown field by field: entries from further up.
CC(C)CN(C(=O)CN1CCN(c2ccccc2O)CC1)c1c(N)n(CC(C)C)c(=O)[nH]c1=O
  Vif imaging = -4	SRC1 inh = 6	NCOA2 inhibitor = -1	LRH-1 inv ag = 4	NOD2 RIPK2 PPI = -11	TLR9-MyD88 block = 4	EBV LMP1 NFkB = 5	NCOA3 inh = 6	NR2F2 inh = 4	TROY signal inh = 8	C8 TRAIL sens = -5
COCCN(C(=O)CSCC(=O)Nc1ccc(C)cc1)c1c(N)n(CC(C)C)c(=O)[nH]c1=O
  Vif imaging = -1	SRC1 inh = -5	NCOA2 inhibitor = -12	LRH-1 inv ag = 13	NOD2 RIPK2 PPI = -5	TLR9-MyD88 block = -6	EBV LMP1 NFkB = -1	NCOA3 inh = 6	NR2F2 inh = -19	TROY signal inh = 3	C8 TRAIL sens = -1
Cc1c(SCCO)c(=O)[nH]c2cc3c(cc12)OCO3
  Vif imaging = /	SRC1 inh = 6	NCOA2 inhibitor = -35	LRH-1 inv ag = 17	NOD2 RIPK2 PPI = 1	TLR9-MyD88 block = 0	EBV LMP1 NFkB = -5	NCOA3 inh = 9	NR2F2 inh = 9	TROY signal inh = -21	C8 TRAIL sens = -3
CN(C)CCNc1oc(-c2ccccc2Cl)nc1S(=O)(=O)c1ccccc1
  Vif imaging = -6	SRC1 inh = -14	NCOA2 inhibitor = -16	LRH-1 inv ag = -8	NOD2 RIPK2 PPI = 8	TLR9-MyD88 block = -5	EBV LMP1 NFkB = 2	NCOA3 inh = -14	NR2F2 inh = 8	TROY signal inh = -16	C8 TRAIL sens = 10

Next records follow.
SMILES	Vif imaging	SRC1 inh	NCOA2 inhibitor	LRH-1 inv ag	NOD2 RIPK2 PPI	TLR9-MyD88 block	EBV LMP1 NFkB	NCOA3 inh	NR2F2 inh	TROY signal inh	C8 TRAIL sens
O=S(=O)(c1ccc(Br)cc1)N1CCC2(CC1)OCCO2	-5	-4	-31	10	-6	14	-2	14	-12	-1	-32
O=C(NCCCn1ccnc1)C(=O)NCC1OCCN1S(=O)(=O)c1ccc(Cl)cc1 (centres undefined)	-5	15	14	13	-5	4	-2	-20	-3	-12	-2
COc1cc(Nc2nnc(C)s2)c(Cl)cc1Cl	20	4	6	16	-4	9	-26	11	-11	-2	-3
CCOC(=O)/C=C/C(=O)N1CCc2ccccc21	-2	-7	14	11	-4	-7	15	18	-7	-72	-10
COCCn1nnnc1C(c1ccc(OC)c(OC)c1)N1CCc2ccccc21 (centres undefined)	-2	-18	18	-13	2	3	-6	12	2	19	9
COc1ccc(-c2oc3ccc(-c4ccc5c(c4)OCO5)cc3c2-c2ccc(OC)nc2)cc1	-11	-11	-4	-2	-13	-11	-6	-22	-5	-16	5
Cc1cc(C)c(C(=O)NCC(=O)c2ccccc2)c(C)c1	17	-26	11	-2	-7	4	-14	-26	4	-17	-1
COc1ccc(-c2coc3c(C(=O)NCC(C)C)cccc23)c(C)c1	-16	-8	-4	-4	-4	/	/	5	7	45	-11
Cc1noc(C)c1COc1ccccc1C(=O)NCCOc1ccccc1	-8	-9	-8	-6	-14	-12	1	-24	-14	-8	10
COC(=O)C1CCN(C(=O)c2cc(=O)[nH]c3ccccc23)CC1	13	3	-2	12	-16	-8	-3	16	-6	10	1

Part of the list above with just Vif imaging:
canonical_smiles | Vif imaging
CCOC(=O)/C=C/C(=O)N1CCc2ccccc21 | -2
COC(=O)C1CCN(C(=O)c2cc(=O)[nH]c3ccccc23)CC1 | 13

Remaining list, next part
SMILES	Vif imaging	SRC1 inh	NCOA2 inhibitor	LRH-1 inv ag	NOD2 RIPK2 PPI	TLR9-MyD88 block	EBV LMP1 NFkB	NCOA3 inh	NR2F2 inh	TROY signal inh	C8 TRAIL sens
O=C(Nc1ccccc1)C(c1ccccc1)c1ccccc1	3	-10	1	1	15	5	4	-1	11	-1	-2
Cn1cc(CN2CCN(CCO)CC2)c(-c2ccc(Oc3ccccc3)cc2)n1	-5	-5	34	11	0	-4	0	-6	2	13	1
COc1ccccc1C(=O)NNC(=O)c1ccc(NS(=O)(=O)c2cccs2)cc1	/	-6	-17	-18	-5	-2	2	13	12	0	-9
O=C(Cc1ccsc1)Nc1ccc2c(c1)OCO2	-1	-35	-27	-22	-3	-8	-8	-18	4	-31	11
CCC(C)N(CCNC(=O)CC1Oc2ccc(C)cc2NC1=O)C1CCCCC1 (centres undefined)	6	-22	-29	0	1	-3	1	-14	0	-16	0
Cc1ccc2c(CN3CCN(Cc4ccccc4)CC3)cc(=O)oc2c1	-15	4	4	1	-20	-5	4	-5	-2	4	10
